Bioassay records deposited in PubChem by several laboratories.
Bcl-2 Bim block: inhibitors of Bim-Bcl-2 binding, primary screen, biochemical, multiplexed, human Bcl-2 family. Apoptosis regulator Bcl-2 (Homo sapiens), P10415. Bead-based flow cytometry, Bim peptide-Bcl-2 binding. inhibition, % at 10 µM. actives 0.06% (n = 190,000). AID 950, 2007; in the data active means inhibition above about 40%; inconclusive means no clear call, values can overlap the other calls;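 further: 0% = no compound wells with probe peptide and 100% = reference peptide inhibitor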
RGS4-Gao reg: modulators of RGS4 binding to Galphao, primary screen, biochemical, multiplexed bead flow cytometry; Guanine nucleotide-binding protein G(o) subunit alpha (Homo sapiens), P09471; actives lie on both sides; binding response (% of control), % at 10 µM; actives 0.33% (n = 220,000); AID 1415, 2008; in the data active means binding response below about 49% or above about 150%; inactive means in between;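 further: fluorescent Galphao activated with aluminum fluoride binding bead-coupled RGS4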
Target sequence (P09471 whole entry, looked up): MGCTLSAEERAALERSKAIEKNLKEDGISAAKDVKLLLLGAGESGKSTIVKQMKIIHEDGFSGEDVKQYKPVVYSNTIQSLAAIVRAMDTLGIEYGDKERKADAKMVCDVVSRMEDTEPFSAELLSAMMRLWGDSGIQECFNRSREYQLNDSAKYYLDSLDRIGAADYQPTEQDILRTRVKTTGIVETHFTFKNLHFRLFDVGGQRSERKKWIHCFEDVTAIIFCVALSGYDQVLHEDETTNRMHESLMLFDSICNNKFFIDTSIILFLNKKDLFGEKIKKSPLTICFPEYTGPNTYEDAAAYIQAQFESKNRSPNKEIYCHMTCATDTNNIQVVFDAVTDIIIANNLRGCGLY
Bfl-1 Bim block: inhibitors of Bim binding to Bfl-1, primary screen, biochemical, multiplexed, bead-based flow cytometry; Bcl-2-related protein A1 (Homo sapiens), Q16548; Bim-Bfl-1 binding inhibition; inhibition, % at 10 µM; actives 0.12% (n = 190,000);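 further: 0% = wells without compound plus tracer and 100% = blocker peptide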
RGS8-Gao reg: RGS8-Galphao binding modulators, primary screen, biochemical, multiplexed bead flow cytometry; response (percent of control binding), % at 10 µM; Guanine nucleotide-binding protein G(o) subunit alpha (Homo sapiens), P09471; actives 0.34% (n = 220,000); actives lie on both sides; AID 1423, 2008; in the data active means response below about 60% or above about 140%; inactive means in between;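 further: Galphao activated as the GDP aluminium fluoride complex binding bead-coupled RGS8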
Bim-Bcl-W: inhibitors of Bim binding to Bcl-W, primary screen, biochemical, multiplexed, bead-based flow cytometry | Bim peptide-Bcl-W binding | inhibition, % at 10 µM | actives 0.02% (n = 190,000) | AID 952, 2007;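 further: 0% = bound tracer without compound and 100% = peptide blocker; higher means less fluorescent Bim peptide bound to Bcl-W beads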
RGS7-Gao: RGS7-Galphao binding modulators, primary screen, biochemical, multiplexed bead flow cytometry; Guanine nucleotide-binding protein G(o) subunit alpha (Homo sapiens), P09471; actives lie on both sides; binding response (% of control), % at 10 µM; actives 0.35% (n = 220,000); in the data active means binding response below about 49% or above about 150%; inconclusive means no clear call, values can overlap the other calls; inactive means in between;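 further: fluorescent Galphao held in activated GDP-AlF4 state binding bead-coupled RGS7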
Mcl-1 Bim block: inhibitors of Bim peptide binding to Mcl-1, primary screen, biochemical, bead-based flow cytometry, multiplex; actives 0.1% (n = 190,000); Induced myeloid leukemia cell differentiation protein Mcl-1 (Homo sapiens), Q07820; inhibition, % at 10 µM; Bim peptide-Mcl-1 binding;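 further: 0% = no compound tracer wells and 100% = peptide blocker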
Target sequence (Q07820 whole entry, looked up): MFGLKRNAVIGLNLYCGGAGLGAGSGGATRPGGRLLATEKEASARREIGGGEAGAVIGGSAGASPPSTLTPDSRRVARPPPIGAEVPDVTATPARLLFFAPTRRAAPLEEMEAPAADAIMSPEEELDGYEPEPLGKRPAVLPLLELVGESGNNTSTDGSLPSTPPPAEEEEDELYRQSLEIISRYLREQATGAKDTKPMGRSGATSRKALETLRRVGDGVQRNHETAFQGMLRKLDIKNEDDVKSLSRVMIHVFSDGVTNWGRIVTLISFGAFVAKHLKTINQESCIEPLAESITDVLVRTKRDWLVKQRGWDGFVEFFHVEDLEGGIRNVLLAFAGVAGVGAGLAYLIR
Bim-Bcl-B: inhibitors of Bim-Bcl-B binding, primary screen, biochemical, multiplexed, human Bcl-2 family. bead-based flow cytometry, Bim peptide-Bcl-B binding. AID 951, 2007. inhibition, % at 10 µM. actives 0.073% (n = 190,000);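 further: 0% = tracer peptide without compound and 100% = reference inhibitor peptide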
Mcl1-Noxa inh: Mcl-1/Noxa binding inhibitors, primary screen, biochemical, TR-FRET, 1536-well; Induced myeloid leukemia cell differentiation protein Mcl-1 (Homo sapiens), Q07820; TR-FRET Mcl-1/Noxa peptide binding, 2 h; inhibition, % at 21.7 µM; actives 1.5% (n = 220,000); AID 1022, 2008;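 active means compounds that cut the protein-peptide binding signal by more than 50% relative to plate controls in a single-dose test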;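 further: His-tagged Mcl-1 with rhodamine Noxa BH3 peptide and terbium anti-His antibody; 0% = Mcl-1 plus Noxa peptide wells and 100% = peptide-only wells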
Bim-Bcl-XL: inhibitors of Bim-Bcl-XL binding, primary screen, biochemical, multiplexed, bead flow cytometry, human Bcl-XL; Bim peptide-Bcl-XL binding, fluorescence; inhibition, % at 10 µM; actives 0.04% (n = 190,000); AID 1007, 2008
Mcl1 Bid PPI: Mcl-1/Bid binding inhibitors, primary screen, biochemical, TR-FRET, 1536-well. TR-FRET Mcl-1/Bid-Dy647 peptide binding. inhibition, % at 21.7 µM. AID 1021, 2008. Induced myeloid leukemia cell differentiation protein Mcl-1 (Homo sapiens), Q07820. actives 0.97% (n = 220,000);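 active means compounds that cut the binding signal by more than half at the single screening dose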;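 further: His-tagged Mcl-1 with europium anti-His antibody binding Bid BH3 peptide; 0% = Mcl-1 plus peptide wells and 100% = peptide-only wells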
Numbers without * were called inactive; u = inconclusive; x = not tested or not shown. Unless noted, no stated cut-off is given here; in the data, active means inhibition above about 40%.

SMILES	Bcl-2 Bim block	RGS4-Gao reg	Bfl-1 Bim block	RGS8-Gao reg	Bim-Bcl-W	RGS7-Gao	Mcl-1 Bim block	Bim-Bcl-B	Mcl1-Noxa inh	Bim-Bcl-XL	Mcl1 Bid PPI
O=C(CSc1ccc(-c2nc3ccccc3[nH]2)cn1)Nc1ccc(S(=O)(=O)NC2CC2)cc1	-13	100	-3	98	-3	102	-1	-10	-35	-5	-3
Cc1cccc(NC2(C(F)(F)F)N=C3SCCN3C2=O)n1 (centres undefined)	-6	97	-15	100	-2	94	-1	-8	-2	-5	-3
COc1ccc(C2C(C#N)=C(N)Oc3n[nH]c(C)c32)cc1Cn1nnc2ccccc21 (centres undefined)	-7	103	-1	101	-2	103	-4	-4	19	-8	-33
Cc1cc(C(=O)Nc2sc3c(c2C#N)CCC(C)C3)no1 (centres undefined)	-6	103	-8	101	1	99	1	-6	-4	-1	-80
Cn1cc(NC(=O)OCc2ccc(Cl)cc2)c(C(F)(F)F)n1	-1	105	-2	98	0	102	-2	-2	10	0	2
CCn1ncc(Br)c1C(=O)Nc1ccc2c(c1)OCCO2	-2	102	-4	103	0	u	-1	-2	4	-2	-38
O=C(NCC1COc2ccccc2O1)c1ccc(NC(=O)c2ccco2)cc1 (centres undefined)	-8	101	-10	100	1	102	2	-7	-10	-4	-14
Cn1c2ccccc2c2nnc(SCc3ccc4nonc4c3)nc21	-7	98	-12	97	-2	94	-2	-8	5	-3	13
CCn1c(C(=O)N2CCCC(C(=O)O)C2)cc2sccc21 (centres undefined)	4	93	9	71	-1	93	-2	4	-4	0	-2
O=C(/C=C/c1cccc([N+](=O)[O-])c1)c1ccc2c(c1)OCCO2	-18	105	-19	105	-6	107	-10	-11	10	-7	1
O=C(NCC(=O)N1CCN(c2ncccn2)CC1)c1cccs1	-1	105	-1	98	0	102	0	0	-1	-4	-9
O=C(CSc1nc2ccccc2o1)NCC(=O)c1ccccc1	-5	90	-6	91	-5	93	-5	-3	11	-5	-13
Cc1ccnc2nc(C(=O)Nc3nc4ccccc4s3)nn12	x	98	x	98	x	u	x	x	7	x	-29
O=C(Cn1nnc2ccccc21)NNC(=O)c1ccccc1	x	100	x	102	x	u	x	x	-10	x	3
O=C(NC(=O)c1ccccc1)OCCN1C(=O)c2ccccc2C1=O	-3	87	-8	101	-3	94	-1	-6	7	-5	-1
Cc1ccnc(SCC(N)=O)n1	-6	103	-11	101	-3	99	-3	-7	-24	-2	7
COC(=O)c1ccc(Oc2nc(Nc3ccc(C)c(C)c3)nc(N(C)C)n2)cc1	0	101	2	109	0	97	-7	-4	15	-4	0
Cc1ccc(C2=[N+]([O-])C3(CCCCC/C3=N\NC(N)=O)N(O)C2(C)C)o1 (centres undefined)	-8	101	-12	102	-1	102	0	-6	0	-8	-12
CCn1nnc(NC(=O)c2ccc(-c3ccccc3[N+](=O)[O-])o2)n1	-2	102	-2	100	-1	u	-1	-2	8	0	-16
Cc1ccc(N2C(=O)SC(Cc3ccccc3)C2=O)cc1 (centres undefined)	x	104	x	93	x	u	x	x	-17	x	-25
O=C(COC(=O)Cn1c(C(F)(F)F)nc2ccccc21)Nc1ccc2c(c1)OCCO2	-8	103	-5	103	5	101	0	-5	12	0	-17
CCCc1[nH]nc2c1C(c1ccccc1OC)C(C#N)=C(N)O2 (centres undefined)	-2	89	-6	96	-1	90	-1	-2	-7	-3	-33
O=C(Nc1ccccc1)c1cccnc1N1CCCC1	-6	98	-12	101	0	101	-5	-10	-14	0	-8
COc1cc(-c2nc(-c3ccc(Br)o3)no2)cc(OC)c1OC	3	99	0	101	-1	103	-2	0	12	2	42
N#CCc1nc2ccccc2c(=O)[nH]1	x	106	x	101	x	u	x	x	12	x	-37
CCn1c(SCC(=O)NCc2ccc3c(c2)OCO3)nnc1-c1ccncc1	0	102	-6	102	2	104	0	-2	-5	1	-35
Cc1ccc(Nc2c([N+](=O)[O-])cc(C(=O)N3CC(=O)Nc4ccccc43)cc2[N+](=O)[O-])c(C)c1	-12	99	-7	99	1	95	0	-5	5	-1	-48
C=CCn1c(SCC#N)nc2c(c1=O)C(C)(C)Cc1ccccc1-2	-5	94	-5	92	-7	92	-7	-5	8	-12	-2
Cc1cccc(NC(=O)CS(=O)(=O)Cc2ccccc2)n1	-5	100	-13	103	1	99	1	-3	14	-3	-14
CCN(c1ccccc1)S(=O)(=O)c1ccc(Cl)c(NC(=O)CN(C)C2CCN(C)CC2)c1	x	86	x	92	x	u	x	x	38	x	37
O=C(CCc1ccc(O)cc1)NNC(=S)NCCc1ccccc1	x	103	x	101	x	u	x	x	-6	x	-49
O=C(c1cccn(Cc2ccc(Cl)c(Cl)c2)c1=O)N1CCOCC1	-13	104	-18	104	-2	101	-2	-11	21	-11	-1
CC(c1c(O)c2ccccc2[nH]c1=O)C1(C)CCC(O)C(C)(C)O1 (centres undefined)	1	106	2	105	1	109	0	-4	-2	2	2
Cc1nc2cc(N3CCN(C)CC3)c(NC(=O)Cc3ccccc3)cc2c(=O)n1Cc1ccccc1	-10	107	-16	104	0	100	2	-7	27	-6	-42
COc1ccc(CNC(=O)CCC(=O)N2CCN(S(=O)(=O)c3ccc(Cl)cc3)CC2)cc1	-2	104	-4	101	-3	u	-1	-5	2	-4	-6
COc1ccccc1N1C(=O)C2CCC(c3ccccc3)CC2C1=O (centres undefined)	0	101	-1	101	-3	102	-3	-6	10	-7	-2
CCn1nc(C)c(/C=N\NC(=O)c2cccc(OC)c2)c1C	-3	100	-2	107	-4	103	-3	-7	11	-6	5
O=C(CCN1C(=O)c2ccccc2C1=O)Nc1ccc2c(c1)OCCO2	-8	97	-11	100	-1	98	0	-10	12	-10	26
CCOc1ccccc1NC(=O)Nc1cccc(NC(C)=O)c1	x	106	x	107	x	u	x	x	1	x	-16
c1ccc2c(c1)N1CCCN=C1N2CCN1CCCCC1	2	99	-1	99	3	97	1	-4	23	0	2
O=C(O)c1ccccc1C(=O)Nc1ccc(Oc2cccc3ccccc23)cc1	-7	96	-10	95	-4	u	-5	-8	7	-4	-15
Cc1ccc(C(C(=O)NCc2ccco2)N(CCc2ccccc2)C(=O)Cn2nnc3ccccc32)o1 (centres undefined)	-5	101	-12	101	-2	105	-3	-4	13	-9	-10
CC1=CCn2c(=O)c3ccccc3c(=O)n2C1	0	99	0	98	0	98	-2	0	5	-4	-29
O=C(NNC(=S)NCc1ccco1)c1cccs1	-8	90	-10	89	-17	93	-14	-25	-6	-15	-50
COc1cc(/C=N/Nc2snc(SC)c2C#N)ccc1O	1	96	0	103	2	97	1	-1	36	0	-39
COc1cccc(NCc2ccc([N+](=O)[O-])s2)c1	-2	100	-7	107	5	107	3	3	16	4	-44
CCN(Cc1cc2cc(OC)ccc2[nH]c1=O)C(=O)Cc1ccc(OC)cc1	-6	92	-1	90	-1	94	-2	-5	16	-1	-13
NC(=O)C[n+]1cccc(/C=N/O)c1	1	100	0	101	2	102	2	0	22	0	-19
Cn1c(N)c(C(=O)COC(=O)c2ccccn2)c(=O)n(C)c1=O	0	94	-5	100	0	u	-3	-4	6	-2	-21
O=C(NCc1ccccc1)c1onc(CSc2ccc(F)cc2)c1C(=O)NCCCN1CCOCC1	1	102	0	100	0	104	-1	0	3	0	-24
O=C(Nc1ccc(OCc2ccccc2)cc1)c1cccc([N+](=O)[O-])c1	-4	109	-14	101	-7	107	-1	-6	-1	-7	-23
